Screening data (PubChem BioAssay)
Pf gamet viab: late stage P. falciparum gametocyte viability inhibitors, primary screen, ATP luminescence, HTS | 150,000 tested, 0.065% active | P. falciparum stage V gametocytes, 24 h | inhibition, % at 10.9 µM | AID 743093, 2013;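 active = inhibition above the mean plus 3 SD of compounds within the control limits, set per campaign, cut at about 38% in these data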;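 note: 0% = DMSO wells and 100% = medium only without gametocytes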
ABCG2 block: ABCG2 efflux pump inhibitors, primary screen, multiplex with ABCB1, IgMXP3 cells, flow cytometry; JC-1 efflux; inhibition, % at 6.6 µM; 190,000 tested, 0.1% active; AID 1325, 2008; Broad substrate specificity ATP-binding cassette transporter ABCG2 (Homo sapiens), Q9UNQ0;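 active = inhibition above 80%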;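 note: 0% = DMSO and 100% = nicardipine control wells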
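Test system: IgMXP3 cells (ABCG2) mixed with DDAO far-red-labelled CCRF-Adr cells (ABCB1). Reagent: JC-1 transporter substrate. Compound dosing: single test compound dose, 6.6 µM final. Times: 10 min compound exposure, 25 °C. Detection: flow cytometry of retained JC-1 fluorescence. Read-out basis: efflux inhibition in percent versus controls. Controls: nicardipine and DMSO wells.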
HRas wt GTP: modulators of GTP binding to HRas wildtype, primary screen, biochemical, bead-based flow cytometry, multiplex; GTP binding activity, % at 10 µM; GST-Ras wt beads, Bodipy-FL-GTP binding; actives lie on both sides; AID 759, 2007; 190,000 tested, 0.14% active; GTPase HRas (Homo sapiens), P01112;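 active = GTP binding activity at least 20% away from the 100% baseline, either lowered as inhibitor or raised as activator; inconclusive = flagged as likely green fluorescent, judged across all proteins in the well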;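 note: 0% = unlabeled GTP competition control and 100% = no-compound control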
Target sequence (P01112 whole entry, looked up): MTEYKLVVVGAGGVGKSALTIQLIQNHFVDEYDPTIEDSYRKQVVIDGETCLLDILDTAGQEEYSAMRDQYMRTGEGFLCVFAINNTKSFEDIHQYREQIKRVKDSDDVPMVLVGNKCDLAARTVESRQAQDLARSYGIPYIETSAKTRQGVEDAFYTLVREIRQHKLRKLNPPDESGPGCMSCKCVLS
ABCB1 inh: ABCB1 efflux pump inhibitors, primary screen, cell-based, multiplex, flow cytometry, ABCG2 counter-screen; ATP-dependent translocase ABCB1 (Homo sapiens), P08183; CCRF-Adr cells, JC-1 efflux; inhibition, % at 6.6 µM; 190,000 tested, 0.067% active; AID 1326, 2008; in the data active = inhibition above about 40%;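 note: 0% = vehicle and 100% = reference inhibitor; higher value means more JC-1 retained so stronger ABCB1 efflux block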
Rac1 wt modul: wildtype Rac1 GTP binding modulators, primary screen, biochemical, GST-Rac1 beads, flow cytometry, multiplex; Ras-related C3 botulinum toxin substrate 1 (Homo sapiens), P63000; 190,000 tested, 0.27% active; GTP binding activity (% of control), % at 10 µM; fluorescent GTP binding; actives lie on both sides; 0 = cold GTP competed, 100 = untreated;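 active = GTP binding activity at least 20 points away from the 100% control level, either lower or higher; inconclusive = compound flagged as likely green fluorescent, judged across all proteins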
Cdc42 wt GTP: modulators of GTP binding to wildtype Cdc42, primary screen, biochemical, multiplex bead flow cytometry, Bodipy-GTP; Cell division control protein 42 homolog (Homo sapiens), P60953; GST-Cdc42 beads; actives lie on both sides; percent activity (GTP binding), % at 10 µM; 190,000 tested, 0.2% active;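 active = percent activity GTP binding at least 20 points away from the 100% baseline, either down as inhibitor or up as activator; inconclusive = compound flagged as likely green fluorescent from well-wide comparison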;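 note: median bead fluorescence of bound Bodipy-FL-GTP at 100 nM; 0% = excess unlabeled GTP control and 100% = no compound control; below 100% means less GTP binding so inhibitor and above means activator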
Target sequence (P60953 whole entry, looked up): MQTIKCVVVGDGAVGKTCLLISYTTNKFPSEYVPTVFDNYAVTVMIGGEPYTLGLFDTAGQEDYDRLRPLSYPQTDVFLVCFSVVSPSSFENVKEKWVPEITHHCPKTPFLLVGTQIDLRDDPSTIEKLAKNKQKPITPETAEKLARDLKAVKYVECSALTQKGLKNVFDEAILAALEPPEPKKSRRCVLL
Rac1 mut GTP: GTP binding modulators of activated mutant Rac1, primary screen, biochemical, bead-based flow cytometry, multiplex, fluorescent GTP. GST-Rac1 activated beads; actives lie on both sides; 100% means binding = to untreated wells. Ras-related C3 botulinum toxin substrate 1 (Homo sapiens), P63000. percent activity (GTP binding), % at 10 µM. AID 764, 2007. 190,000 tested, 0.11% active;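 active = GTP binding at least 20 percentage points away from the 100% baseline, in either direction, so actives lie on both sides; inconclusive = Compound likely fluorescent itself, or too few beads counted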
Rab2A wt mod: modulators of GTP binding to Rab2A wildtype, primary screen, biochemical, dog, bead-based flow cytometry, multiplex; GTP binding activity, % at 10 µM; 190,000 tested, 0.19% active; AID 760, 2007; GST-Rab2 wt beads, Bodipy-GTP binding; Ras-related protein Rab-2A (Canis lupus familiaris), P61105;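 active = GTP binding activity at least 20 points away from 100%, either lowered or raised; inconclusive = signal likely due to the compound's own green fluorescence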;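 note: 0% = beads with excess unlabeled GTP and 100% = no-compound control corrected for plate trend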
Rab7 wt GTP bind: modulators of GTP binding to Rab7, primary screen, biochemical, wildtype, multiplex bead flow cytometry; Rab7 GTPase wild type (dog), Bodipy-FL-GTP binding; GST-Rab7 beads, fluorescent GTP binding; actives lie on both sides; untreated = 100%, excess cold GTP = 0%; GTP binding activity (percent of control), % at 10 µM; 190,000 tested, 0.055% active; AID 758, 2007;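 active = fluorescent GTP binding to Rab7 beads changed by at least 20 points from the 100% baseline, either direction, mostly lower; inconclusive = compound itself probably fluorescent, or too few beads counted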;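 note: median green fluorescence of bound Bodipy-FL-GTP per Rab7 bead population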
Avidin bead fluor: green autofluorescence of compounds with avidin beads – biophysical, 488/530 nm, flow cytometry, artefact control, profiling panel; AID 1775, 2009; 220,000 tested, 0.38% active; fluorescence (KMESF) at 10 µM; compound fluorescence 488/530 nm; hits give high values; in the data active = fluorescence above about 47; note: inactives centre near 10
Mcl1-Noxa inh: Mcl-1/Noxa binding inhibitors, primary screen, biochemical, TR-FRET, 1536-well. Induced myeloid leukemia cell differentiation protein Mcl-1 (Homo sapiens), Q07820. TR-FRET Mcl-1/Noxa peptide binding, 2 h. inhibition, % at 21.7 µM. 220,000 tested, 1.5% active. AID 1022, 2008;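 active = compounds that cut the protein-peptide binding signal by more than 50% relative to plate controls in a single-dose test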;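 note: His-tagged Mcl-1 with rhodamine Noxa BH3 peptide and terbium anti-His antibody; 0% = Mcl-1 plus Noxa peptide wells and 100% = peptide-only wells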
Target sequence (Q07820 whole entry, looked up): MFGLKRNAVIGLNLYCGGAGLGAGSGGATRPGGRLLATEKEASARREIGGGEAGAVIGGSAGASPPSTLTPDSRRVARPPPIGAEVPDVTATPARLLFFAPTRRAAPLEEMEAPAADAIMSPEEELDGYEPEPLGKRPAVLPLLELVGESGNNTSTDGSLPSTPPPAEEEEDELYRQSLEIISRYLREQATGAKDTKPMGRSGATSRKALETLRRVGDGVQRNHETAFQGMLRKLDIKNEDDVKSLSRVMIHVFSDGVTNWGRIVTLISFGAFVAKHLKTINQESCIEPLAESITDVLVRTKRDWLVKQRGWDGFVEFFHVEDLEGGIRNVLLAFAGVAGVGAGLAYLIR
The depositor's hits bear a star; ? = inconclusive; . = not tested or not shown.

SMILES	Pf gamet viab	ABCG2 block	HRas wt GTP	ABCB1 inh	Rac1 wt modul	Cdc42 wt GTP	Rac1 mut GTP	Rab2A wt mod	Rab7 wt GTP bind	Avidin bead fluor	Mcl1-Noxa inh
CCOc1ccccc1C1C(C#N)=C(N)Oc2cc(C)n(C)c(=O)c21 (stereo not given)	.	0	100	0.2	96	100	97	98	100	35	11
Cc1ccc(C(=O)N/N=C/c2cccc(OC(=O)/C=C/c3ccco3)c2)cn1	-10	1	100	0.1	99	96	97	98	104	14	37
O=C(CN(CCc1ccccc1)S(=O)(=O)c1ccc(Cl)cc1)N/N=C/c1ccc2c(c1)OCO2	-7	2	101	.	104	100	101	99	98	13	7
CCCCCCNC(=O)Cc1c(O)c2ccccc2[nH]c1=O	.	1	100	0.3	101	101	99	100	99	7	12
CC(=O)Nc1cc(-c2nn3c(C)nnc3s2)ccc1C	.	5	96	0.1	94	96	94	95	94	7	23
O=C(NCc1ccc(F)cc1)C1CCCN(C(=O)Nc2ccccc2)C1 (stereo not given)	14	12	102	0.6	103	103	100	104	104	5	-2
CCOC(=O)C1(Cc2cccc(OC)c2)CCN(Cc2cnc(N)nc2)CC1	-1	5	99	1.5	101	99	97	101	105	5	0
CC1C(C#N)=C(N)OC2=C1C(=O)CC(c1ccccc1)C2 (stereo not given)	19	3	97	0.9	99	97	97	97	97	3	13
O=C(COc1ccccc1O)NNc1ccccc1	-2	3	103	0.3	106	105	102	103	99	10	7
Cc1cccc(NC(=O)c2sc(NC(=O)COc3ccccc3)c(C#N)c2C)c1C	-9	3	97	0.8	96	96	95	94	96	12	5
Cn1c(=O)n(C)c2cc(/C=N/NC(=O)c3ccncc3)ccc21	.	2	98	0.5	100	99	97	96	102	11	12
Cc1ccc(NCCC(=O)c2cccs2)cc1	-28	9	101	1.3	98	95	97	98	103	12	-1
CCCCN(CC)Cc1ccc(CNC(=S)Nc2ccc(C)cc2Cl)o1	13	30	98	0.1	99	97	98	100	103	6	41
Cc1oc(C(=O)O)cc1COc1ccc2c3c(c(=O)oc2c1C)CCC3	5	3	95	0.7	93	94	90	91	96	12	18
CCc1ccc2[nH]c(=O)c(CN(CCN(CC)CC)C(=S)NCc3ccco3)cc2c1	-13	0	94	-0.1	95	89	94	93	98	6	19
COCCN(CCOC)S(=O)(=O)c1ccc(C(=O)Nc2nnc(CSC)o2)cc1	3	4	99	0.3	101	96	96	99	103	9	17
CCOc1cc(-c2nc(-c3ccc(C)nc3OC)no2)cc(OCC)c1OCC	-2	2	95	1.0	95	94	93	93	93	32	8
NC(=O)[C@@H]1CCOc2c(I)cc([N+](=O)[O-])cc2C(=O)N[C@@H](CO)C(=O)NCC(=O)N1	-5	8	100	0.6	103	98	96	100	101	12	5
C/C(=N\Nc1cc(N2CCOCC2)ncn1)c1cccc([N+](=O)[O-])c1	-1	3	97	0.7	98	98	97	97	98	12	-2
COc1ccc(C(=O)Nc2cccc(C)c2)cc1	-3	29	96	1.2	98	93	95	97	100	10	12
CCCOc1ccc(C(=O)Nc2ccc(S(=O)(=O)Nc3onc(C)c3C)cc2)cc1	13	5	100	0.6	101	96	94	104	108	9	15
O=C(NCc1ccccc1)c1ccccc1CO	8	0	102	0.5	107	103	104	102	99	6	-3
CCc1ccc2[nH]c(=O)c(CN(Cc3ccccc3)Cc3nnnn3Cc3ccco3)cc2c1	.	14	106	5.1	108	104	101	104	105	8	17
O=C(CC(c1ccccc1)c1ccccc1)NCc1cccnc1	.	1	99	0.9	101	104	98	99	98	22	5
CC(=O)Oc1ccc(C(=O)Nc2nnc(C)s2)cc1	15	15	100	0.3	107	102	100	100	98	31	6
CC(C)(C)NC(=O)NC(=O)COC(=O)COc1ccc2c(c1)CCC2	.	1	102	-0.5	104	100	101	97	97	7	-6
COc1cc(CC(=O)OCC(=O)Nc2sccc2C(N)=O)cc(OC)c1OC	-6	2	91	0.0	94	97	93	95	92	30	2
Cc1cccc(/C=N/n2c(-c3ccncc3)n[nH]c2=S)c1	-18	-1	96	-0.6	95	96	95	96	100	13	27
Cc1nn(-c2cc(N3CCCCC3)ccc2[N+](=O)[O-])c(=O)c2ccccc12	-3	1	101	0.5	108	101	98	101	102	4	-2
Cn1c(CN2CCOCC2)nnc1SCC(=O)NCCc1ccccc1	.	2	99	1.1	102	102	101	99	95	16	-10
COc1ccc(OC)c(NC(=O)C2C3C=CC(C3)C2C(=O)NCc2ccccn2)c1 (stereo not given)	.	-3	100	-2.1	100	97	98	98	97	5	-1
COC(=O)c1ccc(C(=O)OC)c(NC(=O)COC(=O)CC2CC3CCC2C3)c1 (stereo not given)	.	7	96	1.0	99	100	96	98	101	2	1
CCOc1ccc2cc(S(=O)(=O)n3ccnc3C)ccc2c1	.	2	103	0.4	103	103	99	100	101	15	26
CS(=O)(=O)Nc1ccccc1C(=O)NCc1ccco1	13	-1	103	0.0	110	100	99	102	100	7	14
COc1ccc(-n2cnc3cc(C(=O)NCCN4CCOCC4)ccc32)cc1	.	3	98	0.2	102	99	98	103	108	8	3
CCCOc1cccc(/C=N/NC(=O)c2csc(C)c2C)c1	.	2	101	0.1	104	103	98	100	102	5	-8
CC(C)(C)C(=O)Cn1ncc(N2CCOCC2)c(Br)c1=O	-5	2	97	0.5	99	96	93	97	100	7	13
CCCC(C)C(=O)NCc1ccncc1 (stereo not given)	12	4	96	0.8	101	98	95	101	105	15	5
O=c1[nH]c(CN2CCN(S(=O)(=O)c3cccs3)CC2)nc2c(Br)cc(Br)cc12	-11	1	89	0.5	91	88	91	88	90	11	-153
O=C(Nc1ccc(F)cc1)c1sccc1SCc1cccc(C(F)(F)F)c1	.	1	96	0.2	96	96	93	96	97	31	5
COc1ccc(S(=O)(=O)N2CCCC(C(=O)O)C2)cc1Cl (stereo not given)	24	6	95	0.9	93	94	94	95	95	19	4
COc1ccc(NC(=O)C2CCCN(C(=O)NC3CCCCC3)C2)cc1OC (stereo not given)	16	4	102	0.5	104	100	100	99	103	15	7
CCCCn1nnnc1SCC(=O)NNC(=O)C1CCCCC1	.	0	104	-0.1	103	106	100	105	97	6	-16
COc1ccc(C(=O)NCC(=O)N/N=C/c2ccc([N+](=O)[O-])s2)cc1OC	.	11	99	0.5	102	101	93	98	94	8	-14
CN1CCCC(OC(=O)c2cc(Cl)ccc2Cl)C1 (stereo not given)	.	0	104	0.0	110	99	100	101	105	7	7
C#CCOc1ccc(/C=N/O)cc1Cl	-3	6	100	0.4	99	97	98	98	95	9	-5
COC(=O)c1ccc(NC(=O)Cn2cnc3c(nnn3-c3cccc(OC)c3)c2=O)cc1	.	-2	95	-0.6	97	95	95	98	102	6	-5
COc1ccc(C(=O)/C=C(\C)Nc2ccc3c(c2)OCO3)cc1	5	-1	105	-0.3	101	103	98	103	99	11	12
CCN(CC)S(=O)(=O)c1cccc(C(=O)N2CC(O)CC2C(=O)O)c1 (stereo not given)	.	1	101	0.1	103	102	101	101	102	15	1
O=C1COc2ccc(C(=O)NC3CC3)cc2N1	14	0	95	-0.1	96	96	95	97	96	9	5
COc1cccc2cc(C(=O)NCc3ccco3)c(=O)oc12	1	9	98	2.4	100	98	99	96	97	1	18
COc1cc(OC)cc(C(=O)N2CCN(Cc3cccc(F)c3)CC2)c1	2	2	97	0.5	94	94	98	101	101	18	18
Cc1c(C(=O)O)cccc1N1C(=O)Nc2ccccc2N1O	12	1	96	0.4	96	98	101	97	96	1	29
CC(=O)Nc1ccc(Nc2nc3c(S(=O)(=O)c4ccc(C)c(C)c4)nnn3c3ccccc23)cc1	8	-3	97	-0.7	98	100	96	95	97	11	18
O=C(Nc1ccc2cn[nH]c2c1)c1c(Cl)cccc1Cl	.	10	99	0.2	101	100	97	100	99	13	-3
CC(=O)Nc1cccc(NC(=O)C2CC(=O)N(c3ccc(C)cc3)C2)c1 (stereo not given)	-7	0	104	0.0	106	104	104	108	97	12	5
Cc1nc(NC(=O)c2cccc(Cl)c2)sc1C(=O)N1CCCCC1	-23	5	93	2.3	94	92	93	93	99	17	8
O=C(NCc1ccco1)c1ccc(S(=O)(=O)N2CCOCC2)cc1	10	0	102	0.1	101	103	99	100	98	6	44
CC(=O)/C(=N/Nc1cccc(C)c1)N1CCOCC1	-19	1	103	0.4	109	100	100	101	98	8	15
COc1ccccc1N1CCN(S(=O)(=O)c2ccc(F)cc2)CC1	-9	1	100	0.3	103	101	99	101	99	24	2
Remaining list, next part
SMILES	Pf gamet viab	ABCG2 block	HRas wt GTP	ABCB1 inh	Rac1 wt modul	Cdc42 wt GTP	Rac1 mut GTP	Rab2A wt mod	Rab7 wt GTP bind	Avidin bead fluor	Mcl1-Noxa inh
COc1ccc(C(c2nnnn2Cc2cccs2)N2CCC(C(N)=O)CC2)c(OC)c1 (stereo not given)	2	20	101	0.6	107	99	102	102	101	7	-2
Nc1ccc(C(=O)OCc2csc(-c3ccccc3)n2)cc1[N+](=O)[O-]	9	28	105	1.7	109	109	104	105	103	2	15
Cc1ccc(C2CC(c3cccc(Br)c3)Nc3nnnn32)cc1 (stereo not given)	.	11	100	1.7	104	101	98	99	96	11	5
O=C(CC(=O)N/N=C\c1ccc([N+](=O)[O-])cc1)NCCc1ccccc1	-8	9	?	1.2	?	?	?	?	?	7	-4
C/C=C/C(=O)Nc1nnc(C2CCCCC2)s1	-11	5	94	1.4	95	94	93	98	93	11	1
